Source: PubChem
CF NFkB inh – inhibitors of cystic fibrosis induced NF-kB | hit rate 0.86% among 360,000 | AID 588850 | inhibition, % at 5 µM | KKLEB NF-kB-GFP reporter, PAF-induced, GFP fluorescence overnight;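 active means at least 50% inhibition at 5 µM, scaled per plate between neutral and stimulator controls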;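 further: PAF is a Pseudomonas aeruginosa culture filtrate used as stimulus; plate controls were PAF-stimulated DMSO wells for no effect and unstimulated DMSO wells for full effect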
iPSC survival up – hiPSC single-cell survival enhancement; ATPlite luminescence; 100% = ROCK inhibitor wells, 0% = DMSO; AID 602274; hit rate 0.044% among 360,000; survival enhancement, % at 20 µM; in the data active means survival enhancement above about 18%;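 further: cells exposed to compounds for 16 hours before the ATP read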
TRPM1 prom inh – MITF TRPM1 promoter inhibition in SK-MEL-5 cells; hit rate 0.83% among 330,000; inhibition, % at 12.5 µM; SK-MEL-5 TRPM1 promoter luciferase, 24 h;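 active means mean inhibition across replicates of 60% or more, whatever share of single replicates reaches that level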; further: values of inactives mirror those of a sister screen read the other way
TRAIL sens C8 – caspase-8 TRAIL sensitization; NB7+C8 cells + TRAIL, ATPlite viability luminescence; AID 624354; inhibition (viability loss, TRAIL sensitization), % at 10 µM; hit rate 1% among 360,000;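 active means compounds causing at least 50% loss of cell viability in the single-dose screen, relative to plate controls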
Peg3 promoter – inhibitors of Peg3 promoter; HeLa PEG-Prom luciferase reporter, luminescence, overnight; inhibition, % at 20 µM; hit rate 1.7% among 360,000; AID 588405;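 active means inhibition of at least 50% at 20 µM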
NR2E3 ag-1 – activates human NR2E3 receptor. Q9Y5X4. CHO-S Gal4-NCOR/VP16-NR2E3 two-hybrid, luciferase. inhibition of corepressor binding, % at 3.98 µM. hit rate 0.35% among 360,000. AID 602229;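 active means inhibition above the mean of all tested compounds plus 3 SD, cut at about 70% in these data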;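 further: 0% = DMSO with NR2E3 transfected cells and 100% = cells lacking NR2E3 construct; higher means lower luciferase signal from less NR2E3 corepressor binding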
Target sequence (Q9Y5X4 whole entry, looked up, the tested form may be a part): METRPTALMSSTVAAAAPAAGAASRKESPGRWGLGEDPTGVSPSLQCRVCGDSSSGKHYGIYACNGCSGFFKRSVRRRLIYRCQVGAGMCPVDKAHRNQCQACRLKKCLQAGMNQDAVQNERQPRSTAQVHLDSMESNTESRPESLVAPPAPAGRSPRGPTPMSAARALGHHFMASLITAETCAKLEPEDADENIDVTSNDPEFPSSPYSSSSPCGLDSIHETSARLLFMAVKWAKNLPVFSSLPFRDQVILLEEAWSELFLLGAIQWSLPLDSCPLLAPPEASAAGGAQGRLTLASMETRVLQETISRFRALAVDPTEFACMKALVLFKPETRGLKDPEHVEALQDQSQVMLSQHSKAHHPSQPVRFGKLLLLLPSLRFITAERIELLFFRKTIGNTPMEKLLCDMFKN
HIF-2a block – HIF-2a inhibition. hit rate 0.72% among 360,000. inhibition, % at 18.8 µM. 786-0 RCC cells HIF-2a reporter, luciferase luminescence, overnight;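 active means inhibition of the luminescence signal of 40% or more relative to plate controls, in a single-dose primary screen at 18.75 µM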
EBV LMP1 NFkB – inhibitors of Epstein-Barr LMP1-induced NF-kappaB reporter; inhibition, % at 12.5 µM; AID 504558; hit rate 0.69% among 350,000; LMP1-induced NF-kappaB luciferase reporter cells, luminescence; in the data active means inhibition above about 41%;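 further: 0% = neutral control wells and 100% = reference inhibitor control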
KKLEB cytotox – CF airway cell cytotoxicity counter-screen | hit rate 0.36% among 360,000 | AID 602141 | KKLEB CF airway cells viability, ATPlite luminescence, overnight; hits give low values; cells stimulated with P. aeruginosa culture filtrate | activity change (cytotoxicity), % at 5 µM;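 active means corrected activity change at or below -50% at 5 µM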
NR2E3 ag-2 – agonists of human nuclear receptor NR2E3 | GST-NR2E3/biotin-RetCOR TR-FRET, 1536-well | inhibition of corepressor binding, % at 4.78 µM | hit rate 0.12% among 320,000 | AID 2300;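 active means percent inhibition above the cutoff of mean plus 3 SD of all tested compounds, set per screening campaign, cut at about 20% in these data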;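 further: 0% = DMSO wells and 100% = biotin wells as full block of FRET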
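Test system: GST-NR2E3 and biotin-RetCOR proteins | Quantity: 1.35 nM GST-tagged NR2E3 final | Medium: Tris pH 7.5 | Also added: 7 nM biotin-RetCOR | Dosing: Compound at 4.8 µM, single dose | Timing: 5 h at 4 °C | Detection: Time-resolved FRET | Read-out basis: Percent inhibition | Benchmarks: Biotin wells as high control, 0.6% DMSO wells as low control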
Shn3 inh set2 – reduces Shn3 3'UTR luciferase signal in osteoblasts; Clone20 osteoblast Shn3 3'UTR firefly luciferase, 24 h; inhibition, % at 12.5 µM; hit rate 0.52% among 360,000; AID 588674;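 active means mean inhibition of at least 75% with every replicate also reaching 75%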;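 further: 0% = median of neutral control wells and 100% = pilot-screen positive control compound; some compounds past the cut are filed as inactive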
* = called active by the depositor; · = not tested or not shown. Not all compounds are listed; rates above refer to the full screens.

SMILES	CF NFkB inh	iPSC survival up	TRPM1 prom inh	TRAIL sens C8	Peg3 promoter	NR2E3 ag-1	HIF-2a block	EBV LMP1 NFkB	KKLEB cytotox	NR2E3 ag-2	Shn3 inh set2
O=C(CCN1C(=O)/C(=C/c2ccccc2)SC1=S)NNC(=O)c1cccnc1	12	0.7	4	-12	17	11	28	11	-19	0	20
Cc1ccc(S(=O)(=O)N2CCOCC2)cc1C(=O)NC1CCCC(C)C1C (configuration not stated)	-6	-0.5	11	29	3	-7	7	-5	5	3	-1
COc1ccc(/C=C/C(=O)N2CCN(C)CC2)cc1S(=O)(=O)N1CCCCC1	-8	1.1	-2	8	7	-28	12	1	-6	-1	5
COc1ccc([C@@H]2[C@@H]3C(=O)N(C(C)(C)C)C(=O)[C@@H]3[C@]3(CC(C)C)C(=O)N(c4cccc(Br)c4)C(=O)N23)cc1	-4	0.5	0	-4	9	-20	5	-1	-18	-3	-3
CC(=O)N[C@@H](Cc1c[nH]c2ccccc12)C(=O)OCC(=O)NCc1ccc2c(c1)OCO2	-1	1.0	-4	-8	8	11	2	-4	4	2	3
CCC1Nc2ncnc(N3CCN(c4ccccc4)CC3)c2N(Cc2ccc(Br)cc2)C1=O (configuration not stated)	12	-3.2	7	-6	25	-7	16	-13	-10	-1	8
CCCN(CC(=O)Nc1ccccc1OC)C(=O)CCCN1C(=O)c2ccccc2C1=O	17	0.2	8	-11	2	-17	2	-2	-2	-1	-11
CCOC(=O)C1=C(C)Nc2[nH]c(=O)[nH]c(=O)c2C1c1cccs1 (configuration not stated)	-11	-0.8	-1	-9	-8	-5	7	5	12	-3	-9
COc1ccccc1NC(=O)c1cc(C)oc1C	2	0.2	-2	-20	-24	-1	-68	4	-6	1	-3
O=C(O)c1csc(Br)c1Br	5	-1.3	10	2	6	4	15	6	1	0	-21
CCN(CC)C(=O)CSc1nc2cc3c(cc2c(=O)n1CCCCCC(=O)NCc1ccc(OC)cc1)OCO3	-14	1.3	-1	-10	6	6	9	5	11	-2	16
C=CCn1c(O)c(N=NC(=S)Nc2ccccc2F)c2ccccc21	12	0.0	6	11	33	86*	18	60*	-2	4	75
C/C(=N\NS(=O)(=O)c1ccc(Br)cc1)c1cccs1	-24	1.9	13	-14	13	-11	16	5	-3	0	1
O=C(Nc1cc(C(F)(F)F)ccc1Cl)C(Sc1cccc[n+]1[O-])c1ccccc1 (configuration not stated)	0	-0.7	3	3	13	2	17	1	2	-1	-6
CN(C)S(=O)(=O)c1ccc(N2CCCC2)c(C(=O)NNC(=O)COc2ccc(Cl)cc2)c1	17	0.0	4	-4	2	-5	-2	-4	-13	2	-3
CCOc1ccccc1C=C1SC(=S)NC1=O	3	2.2	1	-1	21	-22	-19	-5	4	·	-15
Cc1ccc(NC(=O)COC(=O)Cn2c(C)csc2=O)cc1C	-6	3.7	-6	9	7	7	8	-3	13	0	-15
S=C(NCc1ccco1)N1CCOCC1	-16	-2.1	-4	3	21	5	19	9	10	5	1
C#CCNC(=O)C1=C[C@@H](C)C[C@@H](OCc2ccc(CO)cc2)O1	-24	-1.5	-15	-4	-23	-34	-31	8	2	-2	-16
Cc1ccccc1Nc1nc(-c2cccnc2)cs1	29	-0.4	-91	8	-367	-129	-275	-27	0	0	-169
O=C(Cc1cccc([N+](=O)[O-])c1)Nc1ccccc1	-10	-0.7	·	3	-8	-10	-22	1	2	·	-45
C#CCn1cccc(C(=O)Nc2ccc(OC)cc2)c1=O	-1	-0.3	-49	3	-119	-47	-141	-1	11	-1	-69
COc1ccc(C(=O)NCC(C)(C)SCc2c(C)cc(C)cc2C)cc1	-7	4.6	-17	5	25	37	18	4	0	3	28
CN(C)c1cccc(C(=O)N2CCCC(CCC(=O)N3CCN(c4ccccn4)CC3)C2)c1 (configuration not stated)	21	-0.3	6	3	16	-10	-1	2	-19	-3	12
COc1ccc(N2CC(C(=O)NCc3n[nH]c(=O)c4ccccc34)CC2=O)cc1 (configuration not stated)	-1	-0.2	5	-2	16	9	19	7	-3	·	-7
CC1CCN(CCc2nc3cc(NS(=O)(=O)c4ccc(F)cc4)ccc3n2C)CC1	14	0.5	3	0	25	-13	20	3	3	1	8
Nc1ccc(-n2cnc3cc([N+](=O)[O-])ccc32)cc1	-12	0.0	-32	-20	-102	-37	-127	-8	-4	1	-35
CCOc1ccccc1-n1c(SCC(=O)N2CCCC2)nnc1-c1ccoc1C	2	-1.2	1	3	-4	-27	0	1	5	1	-13
COc1ccc(/C=N/NC(=O)c2cc(C34CC5CC(CC(C5)C3)C4)[nH]n2)cc1O	5	-1.3	2	2	17	47	55*	-14	0	3	-27
CCN(CC)C(=O)c1cn(-c2ccccc2)nc1-c1ccc2c(c1)OCCO2	-11	-1.2	-2	-6	-2	-13	29	2	7	2	-1

Arranged by length of the SMILES (smallest number first): 6 of the compounds above.
SMILES	CF NFkB inh	iPSC survival up	TRPM1 prom inh	TRAIL sens C8	Peg3 promoter	NR2E3 ag-1	HIF-2a block	EBV LMP1 NFkB	KKLEB cytotox	NR2E3 ag-2	Shn3 inh set2
S=C(NCc1ccco1)N1CCOCC1	-16	-2.1	-4	3	21	5	19	9	10	5	1
C#CCn1cccc(C(=O)Nc2ccc(OC)cc2)c1=O	-1	-0.3	-49	3	-119	-47	-141	-1	11	-1	-69
O=C(Cc1cccc([N+](=O)[O-])c1)Nc1ccccc1	-10	-0.7	·	3	-8	-10	-22	1	2	·	-45
COc1ccc(C(=O)NCC(C)(C)SCc2c(C)cc(C)cc2C)cc1	-7	4.6	-17	5	25	37	18	4	0	3	28
COc1ccc(N2CC(C(=O)NCc3n[nH]c(=O)c4ccccc34)CC2=O)cc1 (configuration not stated)	-1	-0.2	5	-2	16	9	19	7	-3	·	-7
CN(C)c1cccc(C(=O)N2CCCC(CCC(=O)N3CCN(c4ccccn4)CC3)C2)c1 (configuration not stated)	21	-0.3	6	3	16	-10	-1	2	-19	-3	12

Going on with the list.
SMILES	CF NFkB inh	iPSC survival up	TRPM1 prom inh	TRAIL sens C8	Peg3 promoter	NR2E3 ag-1	HIF-2a block	EBV LMP1 NFkB	KKLEB cytotox	NR2E3 ag-2	Shn3 inh set2
C=CC(=O)NN(C)c1ncc(C(F)(F)F)cc1Cl	20	-1.3	-19	-10	15	22	1	-4	0	1	2
COC(=O)c1[nH]c2ccc(C)cc2c1NC(=O)NC1CCCCC1	-6	0.1	13	-3	11	16	7	73*	1	1	8
CC1(C(=O)NS(=O)(=O)c2cccc(Cl)c2)CCN1C(=O)c1cccc2ccccc12 (configuration not stated)	-9	0.9	·	-11	8	-33	-4	·	-7	·	0
Cc1cccc(NC(=O)CSc2nc(N)c(NC(=O)c3cccs3)c(=O)[nH]2)c1C	-16	-0.6	1	-5	-15	-13	11	0	8	3	8
CCOC(=O)c1c(C)[nH]c(C(=O)Cn2nnc(-c3ccccc3Cl)n2)c1C	18	1.5	-37	10	-7	41	-73	7	1	0	6
CCC1(c2ccc(F)cc2)NC(=O)N(CC(=O)N2CCN(C(=O)c3cccs3)CC2)C1=O (configuration not stated)	-10	0.4	21	-8	-9	21	18	-2	14	·	-12
CCn1ncc(CN2CCCC(CNC(=O)c3ccc(F)cc3)C2)c1C (configuration not stated)	-10	-0.3	-1	14	-14	-16	18	-2	8	-3	-2
O=C(CSc1nncs1)NCCCc1ccccc1	-6	1.3	-5	1	-1	-36	7	2	1	5	-7
O=C(CSc1nc2c([nH]c3ccccc32)c(=O)n1-c1ccccc1F)NCC1CCCO1 (configuration not stated)	-31	-0.1	11	3	7	-25	19	-1	4	-2	1
CCCCCCCc1c(O)nc(SCCN2CCOCC2)[nH]c1=O	6	3.3	9	-1	0	-37	11	-1	6	0	5
CCc1ccc(NC(=O)Cn2c(SC)nc3ccccc32)cc1	12	-3.0	4	-6	18	22	15	-1	-2	0	11
COc1ccc(N2CCN(C(=O)c3cn(C4CCCC4)c(=O)c4c3c3ccccc3n4C)CC2)cc1	17	-3.8	-2	-10	36	-22	25	6	-7	0	19
CCN1CCc2c(sc(NC(=O)c3ccc(S(=O)(=O)N(C)CC4CCCO4)cc3)c2C(N)=O)C1 (configuration not stated)	-3	1.1	-6	8	2	-4	3	-3	12	1	10
O=c1cc(O)c2sc3nc(-c4cccnc4)cc(C(F)(F)F)c3c2[nH]1	-5	0.6	22	-5	-2	9	10	-6	5	0	-10
Cn1c2ccc(F)cc2c2nnc(SCCN3CCOCC3)nc21	-24	-0.4	-8	-7	-48	-13	-48	-3	6	·	-35

Reprinted at random: 2 compounds from above.
SMILES	CF NFkB inh	iPSC survival up	TRPM1 prom inh	TRAIL sens C8	Peg3 promoter	NR2E3 ag-1	HIF-2a block	EBV LMP1 NFkB	KKLEB cytotox	NR2E3 ag-2	Shn3 inh set2
CCCCCCCc1c(O)nc(SCCN2CCOCC2)[nH]c1=O	6	3.3	9	-1	0	-37	11	-1	6	0	5
COc1ccc(C(=O)NCC(C)(C)SCc2c(C)cc(C)cc2C)cc1	-7	4.6	-17	5	25	37	18	4	0	3	28

Further entries follow:
SMILES	CF NFkB inh	iPSC survival up	TRPM1 prom inh	TRAIL sens C8	Peg3 promoter	NR2E3 ag-1	HIF-2a block	EBV LMP1 NFkB	KKLEB cytotox	NR2E3 ag-2	Shn3 inh set2
COc1cccc(NC(=O)CN(C)C(=O)Cc2cccc3ccccc23)c1	-2	-0.4	-4	1	10	-15	0	-3	5	1	2
CC(=O)N1c2ccc(S(=O)(=O)N3CCCC3C(=O)NCc3ccc(Cl)cc3)cc2CC1C (configuration not stated)	-22	-1.1	2	-2	14	-7	3	-7	7	4	-3
COc1ccc(C)cc1NC(=O)c1ccc2c(c1)OCO2	2	-1.1	-4	10	-45	-52	-125	-7	-2	0	-26
Cc1noc(C)c1S(=O)(=O)N1CCCC1C(=O)O (configuration not stated)	-1	-0.6	-10	9	0	10	13	1	9	1	2
COc1ccc(C2(C(N)=O)CCCCC2)cc1OC	1	1.8	16	-5	-3	3	10	0	0	1	4
CC(OC(=O)CN1C(=O)c2ccccc2C1=O)C(=O)c1ccccc1 (configuration not stated)	-12	-0.5	4	6	-1	-2	6	7	24	-1	-5
COc1ccc(C(=O)NC2(C(F)(F)F)NC(=O)N(CCCc3ccccc3)C2=O)c(OC)c1OC (configuration not stated)	0	0.1	2	9	16	8	20	0	-5	-2	17
